APJ agonist – agonists of human apelin receptor APJ, primary screen, CHO-K1 cells, PathHunter beta-arrestin, luminescence; P35414; AID 2520, 2010; hit rate 0.11% among 330,000; 0% DMSO wells, 100% apelin; activation, % at 20 µM;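 active means activation more than six SD over the plate average, tested at 20 µM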;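 further: 0% = DMSO alone and 100% = apelin-13 at 10 nM; some results filed as inactive read as strong as hits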
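system = engineered CHO-K1 APJ arrestin reporter cells | input = 1000 cells per well | timing = overnight seeding, 90 min compound at 25 °C, 1 h detection | measured by = enzyme-fragment complementation luminescence | read-out = beta-arrestin recruitment to APJ as agonist activity, luminescent signal | control set = negative DMSO alone, positive Apelin-13 at 10 nM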
NLRP3 yeast inh – NALP3 inflammasome inhibitors in reconstituted yeast, primary screen, luminescence, uHTS | Yeast reconstituted NLRP3/ASC/caspase-1, beta-gal luminescence, 24 h | inhibition, % at 10 µM | hit rate 0.39% among 330,000;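 active means inhibition of 50% or more; inactive means inhibition below 50%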;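 further: plate controls were induced DMSO wells for no effect and uninduced yeast grown without galactose for full effect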
tim10-1 inh – growth inhibitors of tim10-1 mutant yeast, primary screen, luminescence, uHTS; S. cerevisiae tim10-1 ts strain growth, BacTiter-Glo, 24 h; inhibition, % at 20 µM; hit rate 2.2% among 330,000;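 active means inhibition of at least 40%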;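 further: mutant grown at 25 °C; 0% = DMSO wells with yeast and 100% = wells holding no yeast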
tim23-1 inh – growth inhibitors of tim23-1 mutant yeast, primary screen, luminescence, uHTS; hit rate 1.3% among 330,000; S. cerevisiae tim23-1 growth, BacTiter-Glo luminescence, 24 h; inhibition, % at 20 µM; AID 463212, 2010;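 active means growth inhibition of the mutant yeast at or above 50%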;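 further: temperature-sensitive mutant grown at 25 °C; plate controls were DMSO-treated mutant yeast for no effect and medium wells lacking yeast for full effect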
Mdm2-MdmX inh – inhibitors of human Mdm2-MdmX association, primary screen, cell-based, luminescence, split luciferase, SaOS-2, uHTS; hit rate 3% among 330,000; inhibition, % at 8 µM; Protein Mdm4 (Homo sapiens) + E3 ubiquitin-protein ligase Mdm2 (Homo sapiens), …; AID 485346, 2010; SaOS-2 split-luciferase Mdm2/MdmX complementation;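 active means inhibition of at least 50% at 8 µM in the primary screen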
Target sequence (O15151 whole entry, looked up): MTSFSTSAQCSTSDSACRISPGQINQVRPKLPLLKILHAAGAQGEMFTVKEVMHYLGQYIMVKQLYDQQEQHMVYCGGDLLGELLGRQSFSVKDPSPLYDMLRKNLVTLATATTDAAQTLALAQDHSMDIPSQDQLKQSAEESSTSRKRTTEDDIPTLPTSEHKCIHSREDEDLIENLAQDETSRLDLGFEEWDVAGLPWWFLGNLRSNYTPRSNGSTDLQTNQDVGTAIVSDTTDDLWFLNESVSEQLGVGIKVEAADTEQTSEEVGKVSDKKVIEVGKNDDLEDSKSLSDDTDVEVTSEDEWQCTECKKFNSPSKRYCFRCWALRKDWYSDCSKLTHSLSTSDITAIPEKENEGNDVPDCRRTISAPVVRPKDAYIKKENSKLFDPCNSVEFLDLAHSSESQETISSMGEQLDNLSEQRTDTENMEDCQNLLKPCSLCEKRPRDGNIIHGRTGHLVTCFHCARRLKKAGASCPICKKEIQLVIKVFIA
Target sequence (Q00987 whole entry, looked up): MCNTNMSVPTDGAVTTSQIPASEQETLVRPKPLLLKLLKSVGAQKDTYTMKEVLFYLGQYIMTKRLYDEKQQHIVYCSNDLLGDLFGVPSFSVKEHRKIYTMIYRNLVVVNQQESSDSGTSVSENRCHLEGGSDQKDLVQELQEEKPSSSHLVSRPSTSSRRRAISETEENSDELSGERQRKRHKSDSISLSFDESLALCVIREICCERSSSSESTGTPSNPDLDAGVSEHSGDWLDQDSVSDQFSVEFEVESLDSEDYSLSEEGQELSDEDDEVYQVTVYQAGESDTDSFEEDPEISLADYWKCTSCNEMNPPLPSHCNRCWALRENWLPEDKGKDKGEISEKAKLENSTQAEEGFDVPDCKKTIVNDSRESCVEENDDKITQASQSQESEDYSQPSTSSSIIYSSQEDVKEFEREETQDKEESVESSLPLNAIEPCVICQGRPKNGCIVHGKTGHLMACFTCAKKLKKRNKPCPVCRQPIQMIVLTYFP
UPR CHOP act – activators of apoptotic CHOP UPR arm, primary screen, cell-based, CHO-CHOP luciferase reporter, luminescence, uHTS. activation, % at 10 µM. hit rate 0.34% among 330,000. UPR activation; percent of tunicamycin response over DMSO baseline;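 active means at 10 µM dose, activation of 40% or more, normalized to positive control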;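 further: 100% = tunicamycin at 10 µg/mL and 0% = DMSO alone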
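System: CHO-CHOP luciferase reporter cell line | Buffer or medium: F12 medium containing 10% fetal bovine serum | Doses: One dose, 10 µM in 0.5% DMSO | Times: 6 h compound exposure at 37 °C after overnight seeding | Signal: Luciferase luminescence | Read-out: % activation vs tunicamycin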
UPR XBP1 act – activators of adaptive XBP1 UPR arm, primary screen, cell-based, CHO-XBP1 luciferase reporter, luminescence, uHTS. IRE1-XBP1 UPR activation; percent of tunicamycin response, DMSO as zero. activation, % at 20 µM. hit rate 0.33% among 330,000;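 active means versus positive control, 20 µM dose yields 30% or more activation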;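 further: 100% = tunicamycin at 10 µg/mL and 0% = DMSO only wells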
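Test system: CHO-XBP1 luciferase reporter cells | Buffer or medium: Serum-containing F12 medium, 10% FBS | Schedule: 6 h compound exposure at 37 °C, 5% CO2 | Detection: Steady-Glo luciferase glow luminescence, 10 min after reagent addition | Read-out basis: Activation, % of tunicamycin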
NR3A LBD binder – binders of NR3A ligand-binding domain, primary screen, biophysical, differential scanning fluorimetry, uHTS | Tm shift relative to glycine control, % at 25 µM | NR3A LBD differential scanning fluorimetry, Tm shift; 0% = protein alone, 100% = glycine-bound protein | Glutamate receptor ionotropic, NMDA 3A (GRIN3A) ligand-binding domain | AID 1259313, 2017 | hit rate 2.5% among 340,000;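 active means melting temperature shift of at least 10% of the positive control shift, at one fixed dose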
TIM10 inh – growth inhibitors of isogenic TIM10 control yeast, primary screen, counter-screen for tim10-1 yeast inhibitor project, luminescence, uHTS; S. cerevisiae TIM10 strain growth, BacTiter-Glo luminescence, 24 h; inhibition, % at 10 µM; hit rate 1.4% among 330,000;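 active means inhibition of 40% or more at the single tested concentration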;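 further: wild-type TIM10 isogenic control strain grown at permissive 25 °C; 0% = DMSO yeast wells and 100% = minimal medium wells without yeast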
* = called active by the depositor.

Structure	UPR CHOP act	TIM10 inh	UPR XBP1 act	NR3A LBD binder	tim23-1 inh	Mdm2-MdmX inh	APJ agonist	NLRP3 yeast inh	tim10-1 inh
COc1ccc(C(=O)NCCS(=O)(=O)NC(C)c2ccccc2)cc1 (stereo unspecified)	0.9	7	-4	1	18	6	-2	4	12
COc1ccccc1NC(=O)NC1(C(=O)N2CCCCC2)CCCCC1	-0.2	-2	-8	-2	2	17	0	14	2
CCOc1cccc(C(=O)N(Cc2cccc(F)c2)C2CCS(=O)(=O)C2)c1 (stereo unspecified)	1.3	4	-3	1	9	6	-3	9	27
COc1ccc(NC(=O)c2ccc(COc3ccccc3)o2)cc1	1.9	9	1	-13	1	-6	-1	24	1
Nc1nonc1C(=Nc1ccccc1)NO	-2.3	-7	-1	0	-5	14	-4	-7	2
O=C(COC(=O)c1ccccc1Br)NCCN1C(=O)CSC1=O	1.5	7	-1	1	7	-13	-2	-4	4
CCOC(=O)C1CCN(S(=O)(=O)CCNC(=O)c2cccc(OC)c2)CC1	-2.2	-2	-5	3	12	11	10	9	6
O=S(=O)(Nc1ccc(N2CCOCC2)cc1)c1cc(Cl)ccc1Cl	2.1	13	0	2	18	22	-4	25	16
O=C(C1CCCCC1)N1CCc2ccccc21	0.2	7	4	0	7	17	-3	11	13
O=C(C[n+]1ccccn1)c1ccccc1	0.8	9	-3	1	19	-21	-5	2	9
COC(=O)CN(C(=S)Nc1ccc(F)cc1)C1CC(=O)N(c2ccccc2)C1=O (stereo unspecified)	0.3	10	-5	3	17	19	-2	10	28
CC(C)Sc1ccccc1C(=O)Nc1ccc2c(c1)n(C)c(=O)n2C	2.4	3	-3	4	15	23	1	9	-3
Cc1ccc(C(=O)C2OC(=O)C(C)(C)C(=O)C2(C)C)cc1 (stereo unspecified)	0.5	2	-3	0	18	-5	-3	8	13
CCCOc1ccc(-c2nnn(CC(=O)N3CCCC(C)C3)n2)cc1 (stereo unspecified)	1.4	16	1	0	24	-13	-8	5	20
O=C(CSc1nnc(-c2ccc(S(=O)(=O)N3CCOCC3)cc2)o1)c1ccccc1F	-0.7	-4	-2	-1	-21	-10	-2	0	2
O=C1CC(N2CCN(c3ccccn3)CC2)C(=O)N1CC(c1ccccc1)c1ccccc1 (stereo unspecified)	0.6	42*	1	0	15	-5	1	4	26
O=C(O)c1nn(-c2cccc(Cl)c2)c(=O)cc1O	-4.0	9	0	0	13	-6	-1	9	11
OCCCn1c(-c2ccccc2)nc(=S)c2c1CCCC2	0.2	9	-1	0	3	-12	-2	3	3
CN(C)/C=C(\C(=O)c1cccc(Cl)c1)c1nnnn1-c1ccccc1	1.5	-12	-2	1	14	-10	3	4	9
CCNc1ccc(S(=O)(=O)C(F)(F)F)cc1NC(=O)C12CCC(CC1)C2	1.1	6	-4	-3	19	-14	3	5	10
N#Cc1ccc(N2CCc3ccccc3C2)c([N+](=O)[O-])c1	2.8	15	3	-2	27	10	0	30	25
Cc1ccnc(NC(=O)c2cc3ccccc3oc2=O)c1	-2.8	-11	-4	0	5	-91	-1	19	24
CC1CCN(c2nc3c(N)ncnc3n2[C@@H]2O[C@H](CO)[C@@H](O)[C@H]2O)CC1	0.3	4	0	-1	-8	-4	1	3	-2
CCOC(=O)c1cnc(-n2nc(C)cc2C)nc1Nc1ccc(N(C)C)cc1	73*	39	36*	0	32	71*	-10	17	40
COc1ccc(Nc2nc(-c3cccc([N+](=O)[O-])c3)nc3ccccc23)c(OC)c1	-0.5	-4	1	21*	-15	39	-2	13	13
CCc1nnc(NC(=O)CS(=O)(=O)c2ccccc2)s1	1.5	-11	0	-1	9	-1	-1	24	9
Cc1ccc(NC(=O)N2CCCC2C(=O)NCC2CCCCC2)cc1 (stereo unspecified)	2.0	11	0	2	11	7	-2	9	-11
COc1ccc(N=Nc2cnc(C)nc2-c2ccccc2)cc1	0.2	35	0	4	41	17	-4	36	40
COc1ccccc1C1NC=C([N+](=O)[O-])C=C1[N+](=O)[O-] (stereo unspecified)	-0.3	18	-4	-1	32	15	3	4	37
O=C(COc1ccccc1-c1ccccc1)N/N=C/c1cccnc1	-0.2	-15	-3	-2	36	23	0	23	-29
CC1CCN(S(=O)(=O)c2ccc(C(=O)N3CCCC(C(F)(F)F)C3)cc2)CC1 (stereo unspecified)	0.3	4	1	0	21	-5	-8	1	23
CN(C)CCCNc1ncnc2oc(-c3ccccc3)c(-c3ccccc3)c12	0.0	3	4	-2	-15	66*	-5	20	-14
Cc1nc(-c2ccc(Cl)cc2)sc1C1(C)CC(c2c(Cl)cccc2Cl)=NO1 (stereo unspecified)	-0.2	-2	-2	0	1	8	-3	9	-9
CC(=O)NC(Cc1ccccc1C)C(=O)NC1CCN(C(=O)c2ccc(C)cc2)CC1 (stereo unspecified)	0.7	4	-2	0	13	6	0	11	8
CC(C)OC(=O)c1ccc(NC(=O)c2ccccc2)cc1	5.3	24	1	-7	31	-48	-3	17	1
O=C(O)COc1ccccc1/C=N/NC(=O)CN1CCN(Cc2ccc(Cl)cc2)CC1	0.0	-15	-1	-2	24	-24	0	3	11

Part of the list above with just NLRP3 yeast inh and UPR CHOP act.
SMILES	NLRP3 yeast inh	UPR CHOP act
CC1CCN(c2nc3c(N)ncnc3n2[C@@H]2O[C@H](CO)[C@@H](O)[C@H]2O)CC1	3	0.3
CN(C)CCCNc1ncnc2oc(-c3ccccc3)c(-c3ccccc3)c12	20	0.0
COc1ccccc1C1NC=C([N+](=O)[O-])C=C1[N+](=O)[O-] (stereo unspecified)	4	-0.3

Next entries
Structure	UPR CHOP act	TIM10 inh	UPR XBP1 act	NR3A LBD binder	tim23-1 inh	Mdm2-MdmX inh	APJ agonist	NLRP3 yeast inh	tim10-1 inh
CC(C)NC(=O)c1cc2n(n1)C(C(F)(F)F)CC(c1ccco1)N2 (stereo unspecified)	2.2	8	0	-1	0	17	-2	4	-7
CCOc1ccc(NC(=O)[C@@H]2CCC(=O)N2C2OC(=O)c3ccccc32)cc1 (stereo partly specified)	-0.7	-3	-1	0	-2	-5	-4	18	-1
COc1ccc(CCNC(=O)C2CCN(C(=O)c3ccccc3)CC2)cc1	3.9	-1	-5	-8	11	-3	-3	11	10
COC(=O)c1ccc(CSc2nnc(NCc3ccccc3)s2)o1	2.2	8	2	-1	8	10	-1	23	23
CCC(C)C(NC(=O)C1CCC(C)CC1)C(=O)NCc1ccccn1 (stereo unspecified)	-1.5	-3	2	0	7	-14	4	5	8
O=C(CSc1nc2ccccc2o1)Nc1nccs1	0.5	17	1	1	15	-36	-4	4	9
Cc1c(/C=C/C(=O)c2ccccc2O)cnn1C	6.8	37	3	2	39	-92	1	30	50*
Cn1nc2sc3ccccc3n2c(=O)c1=O	-2.0	-9	1	0	9	5	-2	14	-14
CC1CCN(S(=O)(=O)c2cccc(C(=O)NC3CCCCC3)c2)CC1	-0.6	3	-5	-6	27	-13	1	5	31
CC(C)c1ccccc1NC(=S)NCc1nc2ccccc2[nH]1	2.7	30	3	1	-7	-17	-4	8	19
COc1ccc(NS(=O)(=O)c2cccc(C(=O)NCCCn3ccnc3)c2)cc1	0.8	-5	1	0	-4	16	-2	4	-13
CCOC(=O)N1CCN(C(=O)CCS(=O)(=O)c2ccc(Br)s2)CC1	1.4	2	5	-1	17	3	-1	20	8
COc1cc2c(cc1NC(=O)CSc1nnnn1-c1ccccc1)oc1ccccc12	-3.4	4	-4	-2	-4	71*	-5	2	-8
O=C(CSc1nnc(-c2cccc(F)c2)o1)N1CCCC1	3.8	-9	3	-1	1	-3	-2	19	-5
CC(=O)Nc1ccc(S(=O)(=O)NCCSCc2ccc(Cl)cc2Cl)cc1	3.4	0	3	2	14	17	7	12	21
CCOC(=O)c1sc2nc(C3CC3)cc(-c3ccc(F)cc3)c2c1N	-0.2	31	-3	2	24	23	-5	9	29
COc1ccc(NC(=O)N(C)C[C@H]2Oc3c(NS(=O)(=O)c4cccs4)cccc3C(=O)N([C@H](C)CO)C[C@@H]2C)cc1	-0.5	-4	0	-3	-5	11	-2	7	2
CC(=O)C(C)Oc1ccc2c3c(c(=O)oc2c1)CCCCC3 (stereo unspecified)	5.1	7	7	-5	34	-103	-2	6	14
COCCCn1c(SCC(=O)Nc2nc3ccccc3s2)nnc1-c1ccoc1C	-0.8	-4	0	-1	7	17	-2	-8	5
Cc1cccc(N(CC(=O)Nc2ccccc2F)S(C)(=O)=O)c1	-2.3	-13	2	1	2	9	-1	17	19
CCCNC(=O)c1onc(CSc2ccc(Cl)cc2)c1C(=O)NCC1CC1	-1.2	2	-2	-7	21	0	4	18	8
COc1ccc2oc(C(=O)NCCN3CCOCC3)c(C)c2c1OC	1.7	10	-1	-7	5	-14	7	11	0
Cc1nc2ccccc2c(=O)n1NC(=O)Nc1ccccc1	-0.4	-6	-1	0	-2	13	0	-2	6
CC(/C=N/n1c(-c2cccnc2)n[nH]c1=S)=C\c1ccco1	-0.8	18	0	9	10	-2	1	22	24
CCc1nnc(NC(=O)CSc2nnc(C)n2CC2CCCO2)s1 (stereo unspecified)	0.0	0	1	1	1	-1	-20	-3	9
CCOC(=O)Cn1c(=O)c(-c2ccccc2NCc2ccccc2)nc2ccccc21	-1.9	-16	0	-1	-8	36	-5	13	18
Cc1cc(N/N=C/c2ccc(Cl)cc2)nc(NCc2ccccc2)n1	1.3	11	3	27*	75*	45	-3	21	48*
Cc1ccc(CCNC(=O)C2CCCN(S(=O)(=O)c3cccs3)C2)cc1 (stereo unspecified)	0.1	-10	0	-5	21	-18	3	16	19
O=C(COC(=O)c1ccc2c(c1)C(=O)N(Cc1ccncc1)C2=O)Nc1cccc2ccccc12	-2.4	-2	1	4	10	30	-1	8	-13
CNc1cc(C)c(C#N)c2nc3ccccc3n12	-1.3	8	5	-1	-5	-10	-1	0	1
Cc1ccc(C(C)C)c(OCC(=O)OCc2c(C)noc2C)c1	-1.3	5	-2	-2	6	-38	6	32	13
COc1ccc(OC)c(Nc2nc(NCc3ccco3)nc(N)c2[N+](=O)[O-])c1	0.8	7	55*	5	4	41	4	15	11

Assay outcomes (PubChem BioAssay)
